RGS4 inh: inhibitors of human RGS4; actives 0.45% (n = 310,000); P49798; HEK293 M3R/RGS4 inducible, Fluo-4 calcium flux; hits give high values; triggered by carbachol at its EC20; B-score at 10 µM;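 active = B-score, a plate-corrected calcium signal, over three deviations above library mean, with baseline fluorescence within five deviations of library mean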;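 also: RGS4 expression induced by doxycycline in cells with stable M3 receptor; B-score is computed from the integrated fluorescence ratio over baseline after carbachol; higher B-score means a larger calcium signal and so more RGS4 inhibition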
TRPC4 act: opens the mouse TRPC4 cation channel; Q9QUQ5; B-score at 10 µM; HEK293 TRPC4beta/mu-opioid, Fluo4 calcium fluorescence; hits give high values; actives 0.49% (n = 310,000);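 active = B-score above 5 SD of library B-scores, and initial fluorescence ratio not above library mean plus 5 SD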;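 also: positive B-score marks a calcium rise read as TRPC4 activation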
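system = HEK293 cells stably co-expressing mouse TRPC4beta and mu-opioid receptor | schedule = Fluo4 dye loading 45 min at room temperature, 110 s recording | measure = B-scored integrated calcium fluorescence ratio | signal = Fluo4 calcium-sensitive dye fluorescence, kinetic, 1 Hz baseline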
TRPC6 inhibitor: blocks the mouse TRPC6 cation channel. Q61143. AID 2553. actives 1.1% (n = 310,000). HEK293-TRPC6, membrane potential dye, ACh-evoked depolarization; hits give low values. B-score at 10 µM;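 active = B-score under library mean minus 3 SD, initial fluorescence not abnormally high, positive integrated signal ratio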;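 also: B-score derived from integrated fluorescence ratio over the kinetic read; more negative B-score means stronger inhibition of depolarization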
TRPC4 PAM: allosterically enhances the mouse TRPC4 cation channel | Q9QUQ5 | HEK293 TRPC4beta/mu-opioid, DAMGO EC20, Fluo-4 Ca2+ flux; hits give high values | B-score at 10 µM | actives 0.42% (n = 310,000) | AID 2227;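 active = B-score of calcium response area above 5 SD of library B-scores, with initial fluorescence ratio within 5 SD of library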;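 also: B-score of integrated fluorescence ratio over time as area under calcium response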
ANO1 activ: mouse TMEM16A channel activation, primary screen; Q8BHY3; HEK293 TMEM16A/YFP-H148Q/I152L, iodide quench fluorescence; hits give low values; B-score at 10 µM; actives 0.3% (n = 340,000);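 active = fluorescence-ratio B-score plate-corrected deviation score at least 3 library SD below zero, with starting fluorescence score within 5 deviations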;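 also: channel opened by trigger with iodide after compound preincubation; score built on the fluorescence ratio of max minus min over baseline; more negative score means more quench and so TMEM16A activation or potentiation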
Target sequence (Q8BHY3 whole entry, looked up): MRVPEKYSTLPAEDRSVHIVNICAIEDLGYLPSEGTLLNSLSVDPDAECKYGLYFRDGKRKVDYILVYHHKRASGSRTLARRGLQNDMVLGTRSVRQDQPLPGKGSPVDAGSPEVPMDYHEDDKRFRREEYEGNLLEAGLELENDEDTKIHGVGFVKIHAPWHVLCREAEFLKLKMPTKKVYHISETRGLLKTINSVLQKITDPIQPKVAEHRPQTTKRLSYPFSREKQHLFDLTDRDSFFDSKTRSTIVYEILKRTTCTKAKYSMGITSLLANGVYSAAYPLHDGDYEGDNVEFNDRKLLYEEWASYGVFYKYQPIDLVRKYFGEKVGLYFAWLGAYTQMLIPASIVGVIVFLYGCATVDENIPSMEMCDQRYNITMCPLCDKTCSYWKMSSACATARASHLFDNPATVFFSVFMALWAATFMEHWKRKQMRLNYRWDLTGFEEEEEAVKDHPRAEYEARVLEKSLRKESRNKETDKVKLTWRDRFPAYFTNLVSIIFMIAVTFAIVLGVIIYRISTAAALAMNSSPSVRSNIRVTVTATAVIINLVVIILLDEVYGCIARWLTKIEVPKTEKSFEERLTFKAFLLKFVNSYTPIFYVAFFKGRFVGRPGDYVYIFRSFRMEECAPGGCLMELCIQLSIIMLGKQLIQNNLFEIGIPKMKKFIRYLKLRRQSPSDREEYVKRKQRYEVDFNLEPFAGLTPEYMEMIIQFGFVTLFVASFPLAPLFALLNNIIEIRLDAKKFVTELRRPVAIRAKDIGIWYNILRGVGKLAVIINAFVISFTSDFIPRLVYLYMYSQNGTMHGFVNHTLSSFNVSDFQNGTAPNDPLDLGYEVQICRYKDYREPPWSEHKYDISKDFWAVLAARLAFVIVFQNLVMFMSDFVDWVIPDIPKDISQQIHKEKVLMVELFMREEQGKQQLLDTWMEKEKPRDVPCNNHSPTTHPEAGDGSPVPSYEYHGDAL
TRPC6 act: activators of mouse TRPC6 channel. Q61143. HEK293-TRPC6 membrane potential dye fluorescence; hits give high values. B-score at 10 µM. actives 0.13% (n = 310,000);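 active = B-score of the integrated fluorescence ratio above library mean plus 3 SD, and starting fluorescence ratio within library mean plus 5 SD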;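 also: higher score means more depolarization so channel activation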
MrgX1 PAM: human MrgX1 positive allosteric modulation, primary screen | AID 588675 | actives 0.63% (n = 310,000) | B-score at 10 µM | Q96LB2 | MrgX1-HEK293, Fluo-4 calcium flux, FDSS; hits give high values;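 active = plate-corrected calcium response at least 3 library SD above typical, normal starting fluorescence, not activating the receptor alone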;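 also: compound read alongside a low EC10 to EC30 dose of BAM8-22 agonist; peak minus trough fluorescence over baseline measured at the second addition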
ANO1 block: mouse TMEM16A channel inhibition, primary screen. Q8BHY3. HEK293 TMEM16A/YFP iodide influx fluorescence, ionomycin. normalized B-score (activity score, 25-100; higher = stronger inhibition) at 10 µM. actives 1.2% (n = 310,000);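 active = ratio plate-corrected score three or more library SD toward inhibition, starting fluorescence score within five deviations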;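 also: score derived from kinetic fluorescence span divided by baseline fluorescence per well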
MrgX1 antagonist: blocks BAM8-22 activation of human MrgX1 receptor; Q96LB2; MRGX1-HEK293 calcium flux, Fluo-4, BAM8-22 antagonism; hits give low values; B-score at 10 µM; actives 1.3% (n = 310,000);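 active = calcium-response B-score plate-corrected more than 3 library SD below zero, starting fluorescence within 5 deviations, no agonist response on first addition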;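 also: peak minus trough fluorescence over baseline after final BAM8-22 challenge near maximal dose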
TRPC4 block: blocks the mouse TRPC4 cation channel; Q9QUQ5; HEK293 TRPC4beta/mu-opioid, DAMGO-evoked Fluo4 calcium flux; hits give low values; B-score at 10 µM; actives 0.39% (n = 300,000);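 active = B-score over 3 SD under the library average, no early fluorescence shift, positive overall ratio signal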
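Test system – stable TRPC4beta/mu-opioid receptor HEK293 cells · Probe or stimulus – DAMGO, a submaximal dose followed by a maximal one · Dosing – one concentration per compound · Signal – Fluo4 calcium fluorescence by kinetic imaging, 5 s 1 Hz baseline · Evaluation – per-well B score of integrated baseline-normalized Fluo4 ratio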
MrgX1 agonist: activates human MrgX1 receptor signaling. Q96LB2. MrgX1-HEK293 cells, Fluo-4 calcium fluorescence, agonist mode; hits give high values. B-score at 10 µM. actives 0.44% (n = 310,000). AID 588627;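 active = calcium response B-score plate-corrected fluorescence ratio at least 3 library SD, with starting fluorescence B-score inside 5 SD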
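times = overnight plating, then 30 min 37 °C plus 30 min room-temperature dye loading | assay system = stable human MrgX1 HEK293 cell line | input = fifteen thousand cells per well | signal = kinetic calcium dye fluorescence, Fluo-4 NW | dosing = compound delivered in addition one of three | read-out = B-scored fluorescence response ratio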
Starred values were filed as active, the others as inactive; i = inactive; x = no result given.

| canonical_smiles | RGS4 inh | TRPC4 act | TRPC6 inhibitor | TRPC4 PAM | ANO1 activ | TRPC6 act | MrgX1 PAM | ANO1 block | MrgX1 antagonist | TRPC4 block | MrgX1 agonist |
| --- | --- | --- | --- | --- | --- | --- | --- | --- | --- | --- | --- |
| COc1ccc(S(=O)(=O)N2CCCOC2CNC(=O)C(=O)NCc2ccccc2F)cc1C (stereo not given) | i | i | i | i | i | i | i | i | i | i | i |
| CSc1nnc(SCC2=NNC(=O)SC2)s1 | i | i | i | i | i | i | i | i | i | i | i |
| CCc1ccc(NC(=O)CSc2nnc(CNC(=O)c3c(F)cccc3Cl)o2)cc1 | i | i | i | i | i | i | i | i | i | i | i |
| O=C1Nc2ccccc2N(O)N1c1cc(-c2ccc(Cl)cc2)[nH]n1 | i | i | i | i | i | i | i | i | i | i | i |
| Cc1nc2sc(C(c3cccs3)N3CCC(C(N)=O)CC3)c(O)n2n1 (stereo not given) | i | i | i | i | i | i | i | i | i | i | i |
| CC(C)(C)c1nc(SCC(=O)NCc2cccs2)c2ccccc2n1 | i | i | i | i | i | i | i | i | i | i | i |
| O=C(CN1C(=O)NC2(CCOc3ccccc32)C1=O)Nc1ccc2c(c1)OCCO2 (stereo not given) | i | i | i | i | i | i | i | i | i | i | i |
| COc1ccc(S(=O)(=O)N2CCN(CCC(=O)Nc3ccccc3F)CC2)cc1 | i | i | i | i | i | i | i | i | i | i | i |
| COc1ccc(-c2sc(Nc3ccc(F)c(F)c3F)nc2CCC(=O)NN)cc1 | i | i | i | i | i | i | i | i | i | i | i |
| Cc1ccc(Cn2ccc(NC(=O)c3cc(C)on3)n2)cc1 | i | i | i | i | i | i | i | i | i | i | i |
| COC(=O)[C@@]1(Cc2ccc(F)cc2)[C@H]2c3cc(C(=O)N(C)C)n(Cc4ccc(OC)c(OC)c4)c3C[C@H]2CN1C(=O)c1ccccc1 | i | i | i | i | x | i | i | i | i | i | i |
| COc1cc(C2Nc3ccccc3C(=O)N2c2ccccc2OC)ccc1O (stereo not given) | i | i | i | i | x | i | i | i | i | i | i |
| Cc1cccc(NC(=O)Cn2cnc3c(oc4ccccc43)c2=O)c1 | i | i | i | i | i | i | i | i | i | i | i |
| CCOc1ccccc1OCC(=O)Nc1ccc(S(=O)(=O)N(C)C)cc1 | i | i | i | i | i | i | i | i | i | i | i |
| Cc1cc(Cl)c(S(=O)(=O)NC(C(=O)O)C(C)C)cc1OCC(=O)NC1CCCCC1 (stereo not given) | i | i | i | i | i | i | i | i | i | i | i |
| Cc1nn(C)cc1C(=O)NNC(=S)Nc1ccc(Cl)cc1 | i | i | i | i | i | i | i | i | i | i | i |
| Cc1ccc(N(CC(=O)Nc2ccc(-c3nc4ccc(C)cc4s3)cc2)S(C)(=O)=O)cc1 | i | i | i | i | i | i | i | i | i | i | i |
| CC1CCN(S(=O)(=O)c2ccc(NC(=O)[C@@H]3CCCC[C@@H]3C(=O)O)cc2)CC1 | i | i | i | i | i | i | i | i | i | i | i |
| CC1=NNC(=O)C1Cc1ccccc1 (stereo not given) | i | i | i | i | i | i | i | i | i | i | i |
| Cc1occc1C(=O)N/N=C/C(Br)=C\c1ccccc1 | i | i | i | i | i | i | i | i | i | i | i |
| O=C(Cn1cc2c(n1)CCCCC2)Nc1ccccc1Br | i | i | i | i | i | i | 9.3* | i | i | i | i |
| COCC(=O)NCCNc1nc2ccc(C)cc2cc1C | i | i | i | i | i | i | i | i | i | i | i |
| N#CC(C(=O)NCCc1ccccc1)c1nc2ccccc2nc1N1CCCCC1 (stereo not given) | i | i | i | i | i | i | i | 100* | i | i | i |
| O=C(OCc1ccccc1)/C(=C/c1cccc2ccccc12)NC(=O)c1ccccc1 | i | i | i | i | i | i | i | i | i | i | i |
| CCCCN(C(=O)c1cccc(S(=O)(=O)N2CC(C)OC(C)C2)c1)c1c(N)n(CC(C)C)c(=O)[nH]c1=O (stereo not given) | i | i | i | i | i | i | i | i | i | i | i |
| COc1cccc(NC(=O)c2cc3ccccc3cc2OC)c1 | i | i | i | i | i | i | i | i | i | i | i |
| CCC(Sc1nc2ccccc2[nH]1)C(=O)Nc1ccc(NC(C)=O)cc1 (stereo not given) | i | i | i | i | i | i | i | i | i | i | i |
| COc1ccc(CCNc2nc(-c3cccc(NC(C)=O)c3)cs2)cc1OC | i | i | i | i | i | i | i | i | i | i | i |
| Cc1cc(OCc2nnc(SC(C)C(=O)O)n2-c2ccccc2)ccc1Cl (stereo not given) | i | i | i | i | i | i | i | i | i | i | i |
| Cc1ccc(NS(=O)(=O)c2ccc3c(c2)NC(=O)CO3)c(C)c1 | i | i | i | i | i | i | i | i | i | i | i |
| CC1(O)C(=O)C=C2C=C(c3ccc(C#N)cc3)OC=C2C1=O (stereo not given) | i | i | i | i | x | i | i | i | i | i | i |
| CC(C)COP(=O)(c1ccc(N(C)C)cc1)C(Nc1ccccc1)c1cccnc1 (stereo not given) | i | i | i | i | i | i | i | i | i | i | i |
| Nc1ccc(C(=O)OCc2nc3cc4ccccc4cc3[nH]2)cc1 | i | i | i | i | i | i | i | i | i | i | i |
| c1ccc(OCCN2C3=NCCN3c3ccccc32)cc1 | i | i | i | i | i | i | i | i | i | i | i |
| O=Nc1ccc(O)c2ncccc12 | i | i | i | i | i | i | i | i | i | i | i |
| O=C(CN1CCC(Cc2ccccc2)CC1)NC(=O)NCc1ccccc1 | i | i | i | i | i | i | i | i | i | i | i |
| N#Cc1c(-c2ccccc2)nc(N2CCCCCC2)[nH]c1=O | i | i | i | i | i | i | i | i | i | i | i |
| COC(=O)c1ccc2c(=O)n(Cc3ccco3)c(SCC(=O)Nc3cc(C)on3)nc2c1 | i | i | i | i | i | i | i | i | i | i | i |
| Cc1ccc(-c2noc(CNCCCN(C)C)n2)cc1 | i | i | i | i | i | i | i | i | i | i | i |
| CC1=C(C(=O)OCCOC(C)C)C(c2cccc3ccccc23)NC(=O)N1 (stereo not given) | i | i | i | i | i | i | i | i | i | i | i |
| Cc1ccc(Oc2ncccc2NC(=O)CC(CC(=O)O)c2ccccc2)c2c1CCC2 (stereo not given) | i | i | i | i | i | i | i | i | i | i | i |
| Cc1ccc(CNC(=O)CCC2CCCN(Cc3c(C)nn(C(C)C)c3C)C2)o1 (stereo not given) | i | i | i | i | i | i | i | i | i | i | i |
| Cc1ccc(C(C)(C)C)cc1S(=O)(=O)NC(=O)c1ccccc1 | i | i | i | i | i | i | i | i | i | i | i |
| O=C1C=C(O)CC(c2cccs2)C1 (stereo not given) | i | i | i | i | i | i | i | i | i | i | i |
| Cc1[nH]c2ccccc2c1/C=N/Nc1ccccn1 | i | i | i | i | x | i | x | x | x | i | x |
| CCN(CC)CCn1c2c(c(SCC(=O)NCc3ccccc3)nc1=O)CCCC2 | i | i | i | i | i | i | i | i | i | i | i |
| CN1CCN(C(=O)C2CCCN(S(=O)(=O)c3ccc(Cl)cc3)C2)CC1 (stereo not given) | i | i | i | i | i | i | i | i | i | i | i |
| CCOC(=O)C1CCN(c2nc3ccccc3nc2C(C#N)C(=O)OCCOC)CC1 (stereo not given) | i | i | i | i | i | i | i | i | i | -7* | i |
| COC(=O)[C@@H](NC(=O)CCc1nnc(-c2ccsc2)o1)C(C)C | i | i | i | i | i | i | i | i | i | i | i |
| Cc1cccc(N(CC(=O)N2CCOCC2)S(C)(=O)=O)c1 | i | i | i | i | i | i | i | i | i | i | i |
| CCOc1c(Nc2cccc(Cl)c2)c(=O)c1=O | i | i | i | i | i | i | i | i | i | i | i |
| CCCCC(=O)Nc1ccc(C(=O)N2CCN(C)CC2)cc1 | i | i | i | i | i | i | i | i | i | i | i |
| COc1ccccc1NC(=O)C1=C(C)Nc2nc3ccccc3n2C1c1cccs1 (stereo not given) | i | i | i | i | i | i | i | i | i | i | i |
| CC(C)(CNC(=O)CCNC(=O)c1ccc(Br)cc1)N1CCOCC1 | i | i | i | i | i | i | i | i | i | i | i |
| O=C(Nc1cccc(Cl)c1)c1cnccn1 | i | i | i | i | i | i | i | i | i | i | i |
| CC1(C)c2cc(O)ccc2OC1N1CCOCC1 (stereo not given) | i | i | i | i | i | i | i | 25* | i | i | i |
| CCn1c2ccccc2c2cc(NC(=O)CNC)ccc21 | i | i | i | i | i | i | i | i | i | i | i |
| CCNS(=O)(=O)c1ccc(OC)c(C)c1 | i | i | i | i | i | i | i | i | i | i | i |
| C/C(=C\C1CCCCC1)C(NC(=O)c1ccc(C(F)(F)F)cc1)c1ccc(-c2ccccc2)cc1 (stereo not given) | i | i | i | i | i | i | i | i | i | x | i |
| O=[N+]([O-])c1ccc(/C=N/Nc2nc(N3CCCCC3)nc(N3CCCCC3)n2)o1 | i | i | i | 22* | i | i | i | i | i | i | i |

Carrying on:
| canonical_smiles | RGS4 inh | TRPC4 act | TRPC6 inhibitor | TRPC4 PAM | ANO1 activ | TRPC6 act | MrgX1 PAM | ANO1 block | MrgX1 antagonist | TRPC4 block | MrgX1 agonist |
| --- | --- | --- | --- | --- | --- | --- | --- | --- | --- | --- | --- |
| Cc1nc2sc(C)c(C)c2c(=O)o1 | i | i | i | i | i | i | i | i | i | i | i |
| NC(=O)c1oc2ccccc2c1NC(=O)c1nc2ccccc2s1 | i | i | i | i | i | i | i | i | i | i | i |
| O=C1OCCC1Sc1nnc(-c2ccco2)o1 (stereo not given) | i | i | i | i | i | i | i | i | i | i | i |
| Cc1ccc(NC(=O)c2cc(-n3cnnc3)ccc2Cl)c(C)c1 | i | i | i | i | i | i | i | i | i | i | i |
| CCOc1ccccc1N1CN(CC)CNC1=S | i | i | i | i | i | i | i | i | i | i | i |
| COc1ccc(/C=C/C(=O)OCC(=O)NC2CCCC(C)C2C)cc1S(=O)(=O)N1CCOCC1 (stereo not given) | i | i | i | i | i | i | i | i | i | i | i |
| COc1ccc(NC(=O)C(NC(=O)c2ccc(=O)[nH]c2)c2ccccc2)cc1 (stereo not given) | i | i | i | i | i | i | i | i | i | i | i |
